Source: PubChem
TbPYK inhibitor – T. brucei pyruvate kinase inhibition; hit rate 0.12% among 410,000; Q57TT1; Potency, µM (top dose mostly 76.8 µM), for the others: at the top dose activity, negative = inhibition, actives largely listed as inhibitors; TbPYK enzyme, Kinase-Glo Plus ATP luminescence, 45 min; also: potency is read from the fitted curve at half-maximal effect; % is scaled to controls: 0 for no effect and ±100 for the full control effect; nearly all actives have a fitted effect of over 50% in size
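T. brucei PYK with substrate was exposed to pin-transferred compounds across a concentration series, then started with 130 uM ADP (final). After 45 min at room temperature, Kinase-Glo Plus luminescence was read, normalized and curve-fitted.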
AMA1 RON2 block – inhibitors of Plasmodium falciparum AMA1-RON2 interaction; hit rate 0.2% among 360,000; Potency, µM (doses to about 58.2 µM), inactives show top-dose activity change, negative = inhibition, usual class: inhibitors; AlphaScreen AMA1-biotinylated RON2 peptide binding; AID 720542;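 also: potency is read from the fitted curve at half-maximal effect; 0% = vehicle wells and -100% = peptide control; nearly all actives have a fitted effect of over 45% in size; some results filed as inactive show a strong effect at the top dose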
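AMA1 (3D7) with his tag at 25 nM final met compounds first, then biotinylated RON2 peptide at 25 nM; detection used donor plus acceptor beads, 10 µg/mL apiece, read by AlphaScreen after 30 min at room temperature.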
Pf growth 48h – inhibits P. falciparum growth in the first generation, 48 h; P. falciparum luciferase growth in erythrocytes, 48 h; hit rate 5.9% among 310,000; Potency, µM (titrated, usually from 28.7 µM), for inactives: top-dose activity change, negative = inhibition, actives largely listed as inhibitors; also: potency is read from the fitted curve at half-maximal effect; % is scaled to controls: 0 for no effect and ±100 for the full control effect
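Erythrocytes infected with P. falciparum carrying an integrated firefly luciferase reporter (2% hematocrit, 0.1% parasitemia final) were exposed to compounds in RPMI 1640 with 0.5% Albumax at 37 C, 5% CO2. Growth inhibition was scored as reduced luminescence.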
CHX counter – counter-screen for Shiga toxin inhibitors: cycloheximide protein synthesis inhibition | cell reporter, cycloheximide protein synthesis inhibition counterscreen | max response, % | hit rate 12% among 300,000; in the data active = max response mostly above about 13%, no sharp cut-off; inactive = mostly below about 14%; also: read at 38.3 µM for the half of the compounds with a filed dose; 0% is about no effect
Shiga inhibitor – inhibitors of Shiga toxin in Vero cells | inhibition, % at 38.7 µM | AID 2315 | Vero cells, Shiga toxin protein synthesis inhibition reporter | hit rate 9.2% among 290,000; in the data active = inhibition mostly above about 28%, no sharp cut-off; inactive = mostly below about 43%; also: 0% is about no effect
Pf growth 96h – P. falciparum growth inhibition at 96 hour, primary screen for plastid delayed-death inhibitors; P. falciparum luciferase reporter growth, 96 h; Potency, µM (series often up to 28.7 µM), without a hit: at the top dose activity change, negative = inhibition, hits mostly inhibitors; hit rate 6.9% among 320,000; also: potency is read from the fitted curve at half-maximal effect; % is scaled to controls: 0 for no effect and ±100 for the full control effect
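P. falciparum expressing integrated firefly luciferase grown in erythrocytes (2% hematocrit, 0.05% parasitemia final) with compounds for 96 hours at 37 C, 5% CO2. Growth inhibition read as loss of luminescence after adding luciferase detection reagent.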
LmPK inhibitor – blocks Leishmania mexicana pyruvate kinase activity | hit rate 0.37% among 290,000 | Potency, µM (highest dose often 57.5 µM), for the others: at the highest dose activity change, negative = inhibition, hits mostly inhibitors | AID 1721 | purified LmPK, Kinase-Glo ATP luminescence, 1 h; also: potency is read from the fitted curve at half-maximal effect; % is scaled to controls: 0 for no effect and ±100 for the full control effect
Target sequence (Q27686 whole entry, looked up): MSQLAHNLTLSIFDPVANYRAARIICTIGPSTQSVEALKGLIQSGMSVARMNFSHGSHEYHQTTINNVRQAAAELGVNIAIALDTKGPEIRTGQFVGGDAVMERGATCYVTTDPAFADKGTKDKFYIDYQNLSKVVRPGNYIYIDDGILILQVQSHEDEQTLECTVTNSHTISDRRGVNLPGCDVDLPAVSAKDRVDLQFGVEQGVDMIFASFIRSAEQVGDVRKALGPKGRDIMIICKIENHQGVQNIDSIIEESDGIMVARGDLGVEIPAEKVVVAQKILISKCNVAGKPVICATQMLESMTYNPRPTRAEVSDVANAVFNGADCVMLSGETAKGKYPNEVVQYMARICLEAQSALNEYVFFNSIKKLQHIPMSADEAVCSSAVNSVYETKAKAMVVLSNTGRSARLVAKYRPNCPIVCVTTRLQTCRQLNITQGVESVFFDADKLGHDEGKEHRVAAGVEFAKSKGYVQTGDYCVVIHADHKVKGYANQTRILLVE
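qHTS format; LmPK 0.1 nM; substrates PEP 0.5 mM and ADP 0.1 mM. One-hour room-temperature incubation, then coupled luciferase luminescence; 0.5 nM enzyme wells mark activation.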
The depositor's hits bear a star; ? = inconclusive; · = no result given; & = joins results of further samples; [ ] = another dose, or the depositor's remark. Unless noted, calls follow the shape of the dose curve; as a rule, active = well fitted curve in the direction sought with a large enough effect; inconclusive = small, poorly fitted or top-dose-only effect, or another doubt; inactive = no such curve, though single readings can be large; an effect the other way counts as inactive or inconclusive. Random draw from the library; about 21% have a hit in one of these screens.

SMILES	TbPYK inhibitor	AMA1 RON2 block	Pf growth 48h	CHX counter	Shiga inhibitor	Pf growth 96h	LmPK inhibitor
CCC(=O)N1CCc2cc(S(=O)(=O)CCC(=O)Nc3ccc(C)cn3)ccc21	0%	-1%	-9%	-5	9	?	-2%
Cc1cccc(OCC2=N/C(=C\N(C)C)C(=O)O2)c1	-5%	-6%	-9%	22*	41	-3%	1%
CCOC(=O)CSc1nsc(SCC(=O)OCC)c1C#N	1%	-2%	-14%	-4	6	?	4%
CCOC(=O)NC1(Nc2ccc(C)cc2)Oc2ccccc2O1	?	-7%	-2%	55*	46*	?	4%
Cc1cc([N+](=O)[O-])ccc1-c1ccc(/C=N/NC(=O)c2ccc(Br)o2)o1	1%	55%[activator]	?	-2	23	?	-6%
Nc1n[nH]c(N)c1N=Nc1ccccc1F	-1%	35%[activator]	20%	17*	24	0%	-4%
COc1ccc(-n2c(C)cc(C(=O)Cn3c(NCCO)nc4ccccc43)c2C)cc1	1%	-22%	0%	-2	-9	10µM*	-2%
CCOC(=O)c1c(NC(=O)c2ccccc2C(=O)O)sc2c1CCC2	-2%	1%	14%	1	-2	?	-1%
CC(=O)c1c2c3c(c(Br)ccc3n(C)c1=O)C(=O)c1ccccc1-2	0%	-1%	-10%	6	-7	18%	7%
CC1Cc2ccccc2N1C(=O)c1ccc(N2CCCCC2)c([N+](=O)[O-])c1 (centres undefined)	4%	-23%	-10%	13	26	0%	1%
CC(=O)c1c(COC(=O)c2cccnc2)nc2ccccc2[n+]1[O-]	-17%	10%	·	1	-20	-2%	8%
COc1ccc(OCC(=O)Nc2c3c(nn2-c2ccc(OC)cc2)CS(=O)(=O)C3)cc1	4%	-20%	77%[activator]	-5	-7	-6%	1%
CCN(CCO)c1nc(NCc2ccccc2)c2cnn(C)c2n1	3%	-1%	?	-4	-5	-27%	5%
CC(=O)c1cc(F)c(N2CCCC2)cc1C	-4%	-5%	·	-2	-4	12%	9%
C=CCSC1=C(C#N)C2(CCCCC2)C(C#N)C(=O)N1 (centres undefined)	7%	5%	37%[activator]	-3	5	-29%	1%
COc1ccc(C(=O)N/N=C2\CCc3ccccc32)cc1OC	1%	48%[activator]	-10%	30*	34	-13%	7%
COCCN(C(=O)COC(=O)c1ccccc1Oc1ccccc1)c1c(N)n(Cc2ccccc2)c(=O)[nH]c1=O	-4%	-20%	-11%	4	23	?	-1%
COc1ccc(-c2cn3ccsc3n2)cc1	-10%	-24%	96%[activator]	43*	44*	59%[activator]	?
CSc1ccc(-c2cc(=O)c3ccccc3o2)cc1	-1%	3%	40%[activator]	40*	34*	?	-3%
CCC(=O)[C@@]1(C)[C@H](C)C[C@@H]2[C@@H]3CCC4=CC(=O)C=C[C@@]4(C)[C@H]3[C@H](O)C[C@]21C	4%[33.2 µM]	·	2.6µM*	·	·	2.6µM*	·
CCOc1ccc(-n2c(SCC(=O)Nc3nccs3)nc3c(c2=O)SCC3)cc1	-10%	-2%	6%	-2	-4	-1%	3%
O=C(CN1c2cccc3cccc(c23)S1(=O)=O)NCc1ccc(Cl)cc1	3%	17%	-1%	·	·	-13%	·
COc1ccc2ccccc2c1CNCc1ccc(C)cc1	5%	-21%	?	-2	-13	?	-5%
CCOCCCNC(=O)C(C)NS(=O)(=O)c1ccc(C)cc1 (centres undefined)	-7%	6%	14%	-3	-12	37%[activator]	2%
CS(=O)(=O)N(CC(=O)N1CCCCCC1)c1cccc(Br)c1	7%	1%	6%	-4	-12	12µM*	-3%
CCOC(=O)c1c(C)n(Cc2ccc3c(c2)OCO3)c2ccc(O)cc12	·	-6%	0%	30*	38	·	-4%
Cc1cccn2c(=O)c(/C=C(\C#N)C(=O)NC3CCS(=O)(=O)C3)c(N3CCC(C)CC3)nc12 (centres undefined)	-3%	-14%	?	0	-3	0%	-1%
Cc1ccc(NC(=O)COc2cccc3ccccc23)c(O)c1	1%	0%	5.2µM*	·	·	4.7µM*	·
NC(=O)C1CCCN(CC(O)COCc2ccc(Cl)cc2)C1 (centres undefined)	42%	?	·	2	-6	10%	0%
CN(C)c1ccc(NC(=O)CN2CCc3ccccc3C2)cc1	-14%	-27%	66%[activator]	36*	92*	74%[activator]	-2%
O=C1OCC(CO)(CO)N=C1NNc1cc(Cl)ccc1Cl	-1%	18%	6%	-2	-2	6%[5.75 µM]	0%
COc1cc(/C=C2\SC(=S)N(NS(=O)(=O)c3ccc(C)cc3)C2=O)ccc1O	-13%	-9%	?	-3	-7	14%	-9%
O=C(Cn1cnc2c(nnn2Cc2ccccc2)c1=O)NCc1ccco1	-1%	3%	-10%	7	-8	-4%	-2%
Cc1cccc(Nc2nc(NC(C)C)nc(Oc3ccc(=O)n(C)n3)n2)c1	-4%	1%	10%	-4	-15	0%	-2%
CCn1c(SCC(=O)Nc2ccc(OC)c(OC)c2)nnc1-c1ccco1	2%	-15%	-11%	-2	-1	-6%	-4%
O=C(NCCc1ccccc1)C(=O)NCCC1CCCCN1S(=O)(=O)c1cccs1 (centres undefined)	-3%	2%	?	·	·	?	·
COc1ccc(NC(=O)CN2CCC(C(N)=O)(N3CCCCC3)CC2)cc1	-8%	-1%	·	-4	-17	29%	-10%
CCOc1ccc(S(=O)(=O)N(CC(=O)NCc2cccnc2)c2ccc(F)cc2)cc1	3%	-5%	-12%	-6	-6	32%[activator]	-2%
O=C(CCN1C(=O)/C(=C/c2ccccc2)SC1=S)NC1CCS(=O)(=O)C1 (centres undefined)	-5%	-10%	?	12	7	13µM*	-1%
CCOc1ccc(N(CC(=O)NCCc2ccc(C)cc2)S(=O)(=O)c2c(C)noc2C)cc1	5%	-3%	?	-2	-5	?	13%
O=C(CCC(=O)N(Cc1ccco1)C(C(=O)NC1CCCC1)c1ccncc1)Nc1cccnc1 (centres undefined)	-3%	1%	0%	-1	-19	·	4%
O=C1CCCN1CCCNc1nc2c(S(=O)(=O)c3ccccc3)nnn2c2ccc(Cl)cc12	4%	1%	?	10	-6	32%[activator]	2%
O=C(O)C1C2CCC(C2)C1C(=O)NCc1ccco1 (centres undefined)	-8%	-9%	22%	-4	-12	-5%	4%
CC(=O)c1cc(-c2ccc(F)cc2)n(CCC(=O)Nc2cccnc2)c1C	-6%	9%	9.3µM*	3	9	17%	10%
CCc1nnc(NC(=O)CCC(=O)O)s1	2%	-9%	·	-1	-2	-9%	-2%

Taken from the results shown, 3 compounds:
SMILES	TbPYK inhibitor	AMA1 RON2 block	Pf growth 48h	CHX counter	Shiga inhibitor	Pf growth 96h	LmPK inhibitor
O=C(O)C1C2CCC(C2)C1C(=O)NCc1ccco1 (centres undefined)	-8%	-9%	22%	-4	-12	-5%	4%
CC(=O)c1cc(-c2ccc(F)cc2)n(CCC(=O)Nc2cccnc2)c1C	-6%	9%	9.3µM*	3	9	17%	10%
CCc1nnc(NC(=O)CCC(=O)O)s1	2%	-9%	·	-1	-2	-9%	-2%

Going on with the list.
SMILES	TbPYK inhibitor	AMA1 RON2 block	Pf growth 48h	CHX counter	Shiga inhibitor	Pf growth 96h	LmPK inhibitor
CCc1nnc(NC(=O)CSc2nnc(Cc3ccccc3)o2)s1	2%	35%[activator]	17%	4	7	?	2%
O=C(COc1ccccc1Br)Nc1ccc2c(c1)OCCCO2	0%	2%	199%[activator]	47*	66*	115%[activator]	6%
N#C/C(=C(\O)c1cc(Cl)sc1Cl)c1nc2ccccc2[nH]1	-7%	72%[activator]	9%	-6	-4	14%	3%
CCn1nccc1C(=O)Nc1ccc(Cl)cn1	-13%	-2%	·	60*	70*	35%[activator]	28µM*
CNc1c([N+](=O)[O-])cnn1-c1ccccn1	4%	4%	4%	-1	-4	4%	0%
COc1cc(C(=O)NCC2(N(C)C)CCCCC2)ccc1OCc1ccccc1	-1%	16%	?	-5	-4	9.3µM*	-4%
Cc1ccc(S(=O)(=O)NCCC(=O)NC(C)c2ccccc2)cc1 (centres undefined)	0%	-11%	4%	-1	14	?	-5%
Cc1ccc(NC2CCCN(C(=O)c3ccc4[nH]ccc4c3)C2)cc1C (centres undefined)	4%	-1%	?	-1	-11	13µM*	1%
OC(CNCC1COc2ccccc2O1)COc1ccccc1F (centres undefined)	-2%	11%	16%	0	-10	4%	7%
CC(=O)Nc1nc(=S)n(-c2ccccc2)[nH]1	?	43%[activator]	14%	-3	-4	-16%	6%
OC(CN1CCC(Cc2ccc(F)cc2)CC1)c1ccc(Cl)cc1 (centres undefined)	0%&1%	·	1.5µM*	·	·	2.1µM*	·
CCOc1ccc(NC(=S)N2CCC(NC(=O)c3ccccc3C)CC2)cc1	-14%	-6%	-7%	-5	18	16%	-2%
CC(=O)c1ccccc1NC(=O)COC(=O)CSCC(=O)Nc1cc(C)on1	4%	8%	4%	·	·	34%[activator]	·
OCCC1CN(Cc2nc3ccccc3s2)CCN1C1CCCCC1 (centres undefined)	-5%	13%	-17%	1	21	?	0%
CSc1nc2ccccc2c(=O)n1-c1cccnc1	4%	-12%	14%	-2	35	22%	-1%
COC(=O)c1ccc2c(C(C)(C)O)c(C(C)(C)O)[nH]c2c1	·	·	25%	14*	26*	57%[activator]	-4%
CN1CCc2c(sc(/N=C/c3c[nH]c4ccccc34)c2C(N)=O)C1	-10%	3%	4.1µM*	12	16	3.7µM*	0%
CC(=O)Nc1c(C)ccc(S(N)(=O)=O)c1C	-11%	-18%	8%	-2	-10	38%[activator]	-9%
COc1ncnc2c1oc1nc(C(C)C)c3c(c12)CC(C)(C)OC3	1%	18%	6%	2	-16	·	8%
CC1CC(C)CN(C(=O)c2ccc(CNc3c(N4CCCC4)c(=O)c3=O)cc2)C1 (centres undefined)	0%	-4%	-11%	-2	-13	1%	-1%
CS(=O)(=O)Nc1nnc(Cc2ccccc2)s1	-14%	-1%	11%	-2	2	·	3%
COc1ccc(/C(C)=C(\C#N)C(=O)OC(C)C)cc1OC	2%	1%	-8%	-3	-1	12%	-1%
C=CCNC(=O)C(=O)Nc1ccc2c(c1)N(S(=O)(=O)c1cccs1)CCC2	0%	0%	?	·	·	?	·
O=C(N/C(C(=O)N1CCOCC1)=C(\Sc1ncccn1)c1ccccc1)c1ccccc1	2%	34%[activator]	-10%	-3	-1	-1%	-13%
CN(Cc1ccccc1)S(=O)(=O)c1ccccc1[N+](=O)[O-]	0%	-2%	3%	4	16	?	1%
COc1ccc(NC(=O)CCCC(=O)c2ccccc2)cc1	1%	2%	12%	12	6	?	-9%
O=C1N/C(=N\N=C\c2ccc3ncccc3c2)SC1Cc1ccc(SC(F)F)cc1 (centres undefined)	5%	8%	15%	-3	-15	·	-1%
COc1cc(/C=C/C2=CC(C)(C)NC(=S)N2)cc(OC)c1OC	?	-10%	?	30	5	1%	-1%
Cc1c(O)nc(SCC(=O)Nc2ccc3c4c(cccc24)CC3)n(-c2ccc(F)cc2)c1=O	1%	-1%	-23%	-2	-9	-20%	-2%
CCOC(=O)CC(=O)c1[nH]c(C)c(C(=O)OCC)c1C	2%	-3%	20%	26*	46	40%[5.75 µM]	6%
Cn1cc(C(=O)Nc2ccc3c(c2)CCC3)cn1	-1%	-3%	103%[activator]	56*	75*	141%[activator]	-7%
